Bcl-B TR3 displacers: displacers of TR3 peptide from Bcl-B, primary screen, selectivity assay for Bfl-1 inhibitor project, biochemical, fluorescence polarization. AID 748. FP displacement of FITC-TR3 peptide from Bcl-B; higher % means a stronger effect. 96,000 compounds, 0.11% hits. one-dose displacement, % at 20 µM; IC50 in µM for titrated hits;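 active = displacement above 50% at 20 µM plus a fluorescence interference ratio under 1.5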;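 also: plate controls were wells without compound for no effect and wells lacking Bcl-B protein for full effect; a part of the inactive calls stands beside numbers as strong as those of hits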
PLAP inhibitors HTS: inhibition of human placental alkaline phosphatase – biochemical, luminescence, HTS (AID 690). purified PLAP, luminescent substrate; higher % means a stronger effect. inhibition, % at 20 µM; hits with a dose series show IC50 in µM. 96,000 compounds, 0.08% hits; in the data active = a potency from the dose series; inactive = the rest, 99 in 100 with inhibition below about 30%; also: strong numbers were not always called active
IL1B NFkB pot: enhances IL-1B driven NFkB nuclear translocation; HUVEC IL-1B NFkB p65 nuclear translocation imaging; activation, % at 2 µM; 94,000 compounds, 0.3% hits;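 active = activation above 40%, about the mean plus 3 SD, also judged a hit on visual image review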;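 also: percent activation is computed from the nuclear over cytoplasmic p65 intensity ratio; values of inactives mirror those of a sister screen read the other way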
MRP resist rev: MRP-mediated drug resistance reversal. H69AR cells + 2 uM doxorubicin, CellTiter-Glo, 72 h. AID 602. differential viability (reversal), % at 10 µM. 85,000 compounds, 0.04% hits;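 active = viability drop by adding the cancer drug above about 55%, with treated viability meeting a 40% cutoff, limit read from the data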;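 also: viability without doxorubicin minus viability with 2 µM doxorubicin for each compound; larger differential means the compound sensitizes cells more to doxorubicin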
NFkB transloc inh: blocks IL-1B driven NFkB nuclear translocation in HUVEC cells; HUVEC IL-1B NFkB p65 nuclear translocation imaging; inhibition, % at 2 µM; 94,000 compounds, 0.43% hits; AID 796;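 active = inhibition above about 30% together with a positive call from visual inspection of the well image, limit read from the data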;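 also: nuclear over cytoplasmic p65 intensity ratio measured by imaging; 0% = IL-1B stimulated DMSO wells and 100% = unstimulated DMSO wells; values of inactives mirror those of a sister screen read the other way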
MRP resist rev cytotoxicity: recorded beside MRP resist rev, whose call it bears; viability, %; H69AR cells, CellTiter-Glo, 72 h; measured here: cytotoxicity without doxorubicin
MRP resist rev with doxorubicin: second read-out of MRP resist rev, no call of its own (marks repeat the call); viability, %; measured here: viability with 2 uM doxorubicin; active compounds read low
NFkB transloc inh cell count 2 µM: recorded beside NFkB transloc inh, whose call it bears; cell count; measured here: cells passing quality filter;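 raw number of nuclei counted in each imaged well without normalization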
IL1B NFkB pot cell count 2 µM: also measured in IL1B NFkB pot; calls as there; cell count; measured here: cells passing quality filter
Numbers without * were called inactive; · = no result given. Not all compounds are listed. The share of hits here may be higher or lower than overall.

compound	Bcl-B TR3 displacers	PLAP inhibitors HTS	IL1B NFkB pot	IL1B NFkB pot cell count 2 µM	MRP resist rev	MRP resist rev cytotoxicity	MRP resist rev with doxorubicin	NFkB transloc inh	NFkB transloc inh cell count 2 µM
Cc1ccc(/C(N)=N/OC(=O)N2CCOCC2)cc1	-2%	-2%	11	121	·	·	·	-11	121
CC(=O)c1sc(NC(=O)c2cc3c(C)nn(-c4ccccc4)c3s2)nc1C	-7%	10%	-22	148	8	96	88	22	148
Cc1cccc(N2CCN(C(=O)C3CCN(c4nnc(-n5cccc5)s4)CC3)CC2C)c1 (configuration not stated)	5%	-50%	·	·	·	·	·	·	·
N#Cc1nc(COc2ccccc2)oc1N1CCC(Cc2ccccc2)CC1	-58%	-4%	12	42	-5	96	101	-12	42
COc1ccc2c(c1OC)C(=O)N1C(C(=O)O)Cc3c([nH]c4ccccc34)C21 (configuration not stated)	29%	-39%	·	·	-11	91	102	·	·
CCOC(=O)COc1cc(Br)c(C2NC(=O)NC(C)=C2C(C)=O)cc1OCC (configuration not stated)	8%	-4%	15	166	8	82	73	-15	166
Cc1ccc2c(SCC(=O)NCc3ccco3)nc(-c3ccc(F)cc3)nc2c1	0%	11%	1	205	-10	75	85	-1	205
CC(=O)Nc1ccc(S(=O)(=O)NCCN2CCOCC2)cc1	-5%	12%	·	·	-23	80	103	·	·
CN1C(=O)c2ccc(S(=O)(=O)c3ccc(C(=O)O)cc3)cc2C1=O	5%	1%	3	101	8	97	89	-3	101
COc1ccc(OC)c(NC(=O)Cn2cc(C#N)c3cc(Br)ccc32)c1	-7%	10%	7	131	-14	63	77	-7	131
COc1ccc(-n2c(SCC(N)=O)nc3sc4c(c3c2=O)CCN(C)C4)cc1	0%	-16%	·	·	15	102	86	·	·
CCC1CC(CSc2ncn[nH]2)OC1=O (configuration not stated)	-2%	4%	-9	187	4	100	96	9	187
O=C1NCCCC2c3cc(O)c4ccccc4c3OC12N1CCCCC1 (configuration not stated)	21%	-22%	4	119	-27	20	47	-4	119
CCOC(=O)CC(=O)Nc1c(C)cc(C)cc1C	0%	-1%	-7	127	0	93	94	7	127
Cc1cccc2cc(CN(CC3CCCO3)C(=O)NC3CCCCC3)c(=O)[nH]c12 (configuration not stated)	-2%	-70%	-3	164	-11	74	85	3	164
C/C(N)=C(/C#N)C(=O)COC(=O)c1cc(S(=O)(=O)N2CCCCC2)ccc1C	0%	2%	2	119	5	82	77	-2	119
OCCn1c(Cl)nc2ccccc21	·	·	15	90	-10	101	111	-15	90
O=C(COc1cccc2cccnc12)NCC(F)(F)F	17%	-26%	11	82	12	79	67	-11	82
COc1c(Cl)cc(Cl)cc1C(=O)Nc1ccccc1N1CCN(C(C)=O)CC1	·	·	-8	112	7	98	90	8	112
CC(=O)Nc1ccc(S(=O)(=O)NC2(C(F)(F)F)NC(=O)N(c3ccc(Cl)cc3)C2=O)cc1 (configuration not stated)	-7%	0%	11	128	·	·	·	-11	128

Structures above with a thiophene ring, fused or not (2):
compound	Bcl-B TR3 displacers	PLAP inhibitors HTS	IL1B NFkB pot	IL1B NFkB pot cell count 2 µM	MRP resist rev	MRP resist rev cytotoxicity	MRP resist rev with doxorubicin	NFkB transloc inh	NFkB transloc inh cell count 2 µM
CC(=O)c1sc(NC(=O)c2cc3c(C)nn(-c4ccccc4)c3s2)nc1C	-7%	10%	-22	148	8	96	88	22	148
COc1ccc(-n2c(SCC(N)=O)nc3sc4c(c3c2=O)CCN(C)C4)cc1	0%	-16%	·	·	15	102	86	·	·

Shown with two lines to a compound: five of the compounds above.
Screens in order: Bcl-B TR3 displacers, PLAP inhibitors HTS, IL1B NFkB pot, IL1B NFkB pot cell count 2 µM, MRP resist rev, MRP resist rev cytotoxicity, MRP resist rev with doxorubicin, NFkB transloc inh, NFkB transloc inh cell count 2 µM
O=C(COc1cccc2cccnc12)NCC(F)(F)F
    17%, -26%, 11, 82, 12, 79, 67, -11, 82
Cc1ccc2c(SCC(=O)NCc3ccco3)nc(-c3ccc(F)cc3)nc2c1
    0%, 11%, 1, 205, -10, 75, 85, -1, 205
CCC1CC(CSc2ncn[nH]2)OC1=O (configuration not stated)
    -2%, 4%, -9, 187, 4, 100, 96, 9, 187
COc1ccc(-n2c(SCC(N)=O)nc3sc4c(c3c2=O)CCN(C)C4)cc1
    0%, -16%, ·, ·, 15, 102, 86, ·, ·
CCOC(=O)COc1cc(Br)c(C2NC(=O)NC(C)=C2C(C)=O)cc1OCC (configuration not stated)
    8%, -4%, 15, 166, 8, 82, 73, -15, 166

Remaining list, next part.
compound	Bcl-B TR3 displacers	PLAP inhibitors HTS	IL1B NFkB pot	IL1B NFkB pot cell count 2 µM	MRP resist rev	MRP resist rev cytotoxicity	MRP resist rev with doxorubicin	NFkB transloc inh	NFkB transloc inh cell count 2 µM
CCOc1cc(NC(=S)Nc2cccc(OC)c2)c(OCC)cc1NC(=O)c1ccc(C)cc1	5%	9%	21	184	·	·	·	-21	184
CCOc1ccc(CN2CCN(S(=O)(=O)c3ccc(NC(C)=O)cc3)CC2)cc1OC	-8%	-51%	19	107	7	87	80	-19	107
Cc1c(NC(=O)c2ccc(F)cc2)c(=O)n(-c2ccccc2)n1C	0%	-1%	-11	53	-17	75	93	11	53
CCOC(=O)N1CCN(C(=O)CCc2c(C)nc3nc(C)nn3c2C)CC1	1%	2%	-5	85	7	97	89	6	85
COc1ccc(-c2cc(CCCC(=O)NCCc3cc(OC)ccc3OC)no2)cc1	-9%	-11%	3	102	-5	80	86	-3	102
Cc1ccc(NC2=NC(c3ccccc3)n3c(nc(C)cc3=O)N2)c(C)c1 (configuration not stated)	10%	12%	-4	144	15	100	84	4	144
Cc1ccc(C(=O)Nc2sc(C)c(-c3ccccc3)c2C(N)=O)cc1[N+](=O)[O-]	-3%	7%	13	162	·	·	·	-13	162
Cc1ccc(N(CCC#N)C(=O)CSc2ccc3c(c2)OCCO3)cc1	-3%	-16%	-6	120	7	84	77	6	120
CCCC(=O)c1ccc(-c2ccccc2)cc1	-5%	5%	0	175	·	·	·	0	175
COc1ccccc1CNC(=O)C1CC(c2ccccc2[N+](=O)[O-])=NO1 (configuration not stated)	2%	11%	10	90	·	·	·	-10	90
CCSc1nnc(NC(=O)COc2cccc3ccccc23)s1	-49%	-20%	0	170	·	·	·	0	170
CC1CCc2nn(CC(=O)NCCC3=CCCCC3)cc2C1 (configuration not stated)	0%	2%	·	·	3	96	93	·	·
COc1ccc(Br)cc1S(=O)(=O)N1CCOCC1	-3%	-10%	-8	106	11	99	88	8	106
CCS(=O)(=O)N1CCN(C2CCC(C)CC2)CC1 (configuration not stated)	-6%	-21%	-11	149	·	·	·	11	149
O=C(CN1C(=O)c2ccccc2C1=O)Nc1cccc2cccnc12	12%	16%	-9	160	-7	89	96	9	160
O=C(CN1C(=O)CCC1=O)Nc1nc(-c2cccs2)cs1	-4%	20%	·	·	-6	100	106	·	·
CCn1c(SCc2nc3ccccc3c(=O)[nH]2)nnc1-c1ccncc1	13%	-5%	7	153	3	96	93	-7	153
O=C(Nc1ccc2c(c1)OCO2)C1CCCCN1S(=O)(=O)c1ccccc1 (configuration not stated)	4%	24%	-2	177	2	79	76	2	177
COc1cccc2cc(/C(C)=N/Nc3nc(-c4cc(C)ccc4C)cs3)c(=O)oc12	-9%	-16%	14	134	·	·	·	-14	134
Cc1sc2ncnc(SCC(=O)c3cccs3)c2c1C	-7%	4%	2	177	13	92	79	-2	177
Cn1c(SCC(=O)Nc2nccs2)nnc1-c1ccco1	·	·	12	121	-5	77	82	-12	121
COc1ccc(-c2coc3cc(O)ccc3c2=O)cc1OC	-10%	2%	-9	87	5	85	80	9	87
Cc1[nH]c2ccccc2c1CN1CCc2ccccc2C1	-23%	-15%	·	·	-6	35	41	·	·
Cc1ccc(C(=O)N/C(=C\c2ccc(-c3cc(Cl)ccc3Cl)o2)C(=O)NCc2cccnc2)cc1	3%	·	-1	132	·	·	·	1	132
CC1CN(C(=O)CN2C(=O)c3ccccc3S2(=O)=O)CC(C)O1 (configuration not stated)	7%	-8%	7	114	-2	101	103	-7	114
Cc1ccc(C)c(NS(=O)(=O)c2cc(C(=O)Nc3ccccc3-c3ccccc3)ccc2C)c1	0%	-20%	14	178	·	·	·	-14	178
CCCCNC(=O)N1CCOCCOCCN(C(=O)NCCCC)CCOCCOCC1	-14%	-52%	12	140	14	101	88	-12	140
CC1(C)Cc2c(sc3c2c(=N)n(Cc2ccco2)c(=O)n3CC(=O)Nc2ccccc2)CO1	-5%	-2%	1	135	0	103	103	-1	135
Cc1nn(Cc2ccc(C(=O)Nc3ccc(C(=O)OC(C)C)cc3)o2)c(C)c1Cl	-13%	1%	6	117	17	67	50	-6	117
CSCCC(NC(=O)c1ccco1)C(=O)NCc1ccc(F)cc1 (configuration not stated)	-2%	11%	-24	206	·	·	·	24	206
COC(=O)c1ccc(NC(=O)CN2CCCC2)cc1	-3%	12%	15	165	-6	90	97	-15	165
O=C(c1cnc2n(c1=O)CCS2)N1CCN(C(c2ccccc2)c2ccc(Cl)cc2)CC1 (configuration not stated)	-25%	-44%	11	47	·	·	·	-11	47
CCn1c(Cc2ccccc2)nnc1SCC(=O)NC1CC1	·	·	-1	124	-9	93	102	1	124
COc1ccc(N/C(N)=N/c2nc(CSc3ccc(C)cc3)cc(=O)[nH]2)cc1	7%	-71%	·	·	14	78	64	·	·
Cc1ccc(C2NC(=O)c3c(sc4c3CCN(C)C4)N2)o1 (configuration not stated)	74%	-14%	·	·	-23	61	84	·	·
O=C(CSc1ncnc2sc3c(c12)CCCCC3)NCc1ccco1	1%	20%	-2	67	-39	27	67	2	67
COc1ccc(NC(=O)CN2CCN(C3c4ccccc4-c4ccccc43)CC2)cc1	2%	-57%	-7	149	1	78	77	7	149
O=C(CSc1ncnc2c1cnn2-c1ccccc1)Nc1ccccc1	-4%	19%	2	150	12	84	72	-2	150
O=C(Nc1nccs1)c1ccc(COc2ccc(Cl)cc2)o1	-3%	2%	0	117	9	101	92	0	117
COC(=O)c1cc(Br)c(=O)n(CCN(C(C)C)C(C)C)c1	4%	-19%	-1	165	9	107	98	1	165
O=C(COC(=O)CCc1nc2ccccc2s1)Nc1ccc(S(=O)(=O)N2CCOCC2)cc1	-14%	-62%	·	·	-1	89	90	·	·
O=C(NCCO)c1cccc(Cl)c1	-17%	8%	13	63	0	94	94	-12	154
CCc1nnc(NC(=O)CC(CN(C)S(=O)(=O)c2ccccc2)c2ccccc2)s1 (configuration not stated)	-3%	4%	10	66	6	104	98	-10	66
N#CCc1ccc(NC(=O)Nc2cccc(Cl)c2)cc1	-10%	7%	1	135	12	78	67	-1	135
C/C(CC(O)c1ccc2ccccc2n1)=N/O (configuration not stated)	-1%	3%	3	165	2	98	96	-3	165
CCCCn1c(CNC(=O)CC)nc2ccccc21	-3%	-4%	·	·	-3	87	91	·	·
O=C(CCSc1ccccc1)N1CCOCC1	-16%	23%	-10	147	3	88	85	10	147
COc1ccc(CC(NC(C)=O)C(=O)N2CCN(C(=O)Nc3ccc(Cl)cc3)CC2)cc1OC (configuration not stated)	-4%	-48%	10	143	·	·	·	-10	143
O=C(CN1C(=O)CSc2ccccc21)NCCC1=CCCCC1	4%	9%	10	128	17	94	76	-10	128

Source: PubChem (several laboratories)
